# Screening results from PubChem.
# NPYLR7 agonist: mosquito NPYLR7 agonism; activation, % at 10 µM; 270,000 compounds, 0.15% hits; HEK293T NPYLR7/Galpha15, GCaMP6s calcium fluorescence; in the data active = activation above about 40%;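 also: 0% = vehicle and 100% = reference agonist at the receptor; some compounds past the cut are filed as inactive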
# mcGAS inh: inhibitors of mouse cGAS; inhibition, % at 12.5 µM; Q8C6L5; 160,000 compounds, 0.15% hits; recombinant cGAS, Kinase-Glo ATP depletion luminescence;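 also: 0% = negative control wells and 100% = reference inhibitor with no enzyme activity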
# hcGAS lum: inhibitors of human cGAS; Q8N884; recombinant h-cGAS, ATP depletion, Kinase-Glo luminescence; inhibition, % at 12.5 µM; 290,000 compounds, 0.081% hits; AID 1259398;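 also: 0% = vehicle reaction and 100% = reaction without DNA for no activity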
# Target sequence (Q8N884 whole entry, looked up): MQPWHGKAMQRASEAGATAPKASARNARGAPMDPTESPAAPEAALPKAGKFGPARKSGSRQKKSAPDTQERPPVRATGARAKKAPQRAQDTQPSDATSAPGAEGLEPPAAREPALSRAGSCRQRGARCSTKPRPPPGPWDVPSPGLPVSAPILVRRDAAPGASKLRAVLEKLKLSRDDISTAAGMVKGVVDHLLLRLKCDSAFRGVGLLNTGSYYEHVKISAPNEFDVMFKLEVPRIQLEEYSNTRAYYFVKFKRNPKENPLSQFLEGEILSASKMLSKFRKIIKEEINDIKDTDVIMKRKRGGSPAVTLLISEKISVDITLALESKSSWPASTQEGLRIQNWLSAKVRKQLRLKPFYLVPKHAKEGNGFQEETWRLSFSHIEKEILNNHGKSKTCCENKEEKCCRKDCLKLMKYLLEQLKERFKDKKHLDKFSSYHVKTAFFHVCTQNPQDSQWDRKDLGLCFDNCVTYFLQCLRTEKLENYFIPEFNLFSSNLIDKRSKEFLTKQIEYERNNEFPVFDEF
# * = called active by the depositor; . = no result given; & = joins results of further samples. Rule as the data show it, unless noted: active = inhibition above about 40%; inactive = the rest. Outcome played no part in choosing rows; any-hit rate near 0.29%.
SMILES,NPYLR7 agonist,mcGAS inh,hcGAS lum
CC(NCc1ccc(N(C)CCO)cc1)c1ccc2c(c1)CCCC2 (stereo not given),0.2,.,-4.2
O=C1CSC(c2ccc3c(c2)OCO3)N1 (stereo not given),3.3,-4.4,4.9
O=C(CCCN1C(=O)c2ccccc2C1=O)N1CCC(=Cc2ccccc2F)CC1,-7.0,.,2.3
CCOc1ccc2nc(N3CCCC(NCCCn4nnc5ccccc54)CC3)nc(C)c2c1 (stereo not given),23.7,-11.5,-9.8
Cc1cccc(-c2ncc(CNCCCC3CCOC3)cn2)c1 (stereo not given),-4.4,.,-3.1
c1n[nH]cc1C12CC3CC(CC(C3)C1)C2,.,-3.1,-9.7
CC(NC(=O)C1CCCN(C(=O)Nc2ccccc2)C1)c1nnc2ccccn12 (stereo not given),-1.8,.,-2.2
O=C1c2ccccc2C(=O)N1CCCCNc1ccc(F)cc1F,-14.5,5.6,9.8
O=C(c1cc2cc(Cl)ccc2oc1=O)N1CCN(c2ccccc2)CC1,7.4,-6.5,-1.8
COc1cc2c(cc1CN1CCN(c3ncccc3C)CC1)OCO2,-7.5,-12.2,-5.8
Cc1ccc2[nH]c(=O)c(CN(Cc3c(C)nn(C)c3C)C3CC3)cc2c1,1.3,.,-8.3
COc1c(C)cnc2c1c(=O)n(CC(=O)N1CCOCC1)c(=O)n2C,1.3,-8.5,-6.9
COc1ccc(-c2noc(CSc3nc4ccccc4o3)n2)cc1OC,0.4,.,-4.1
O=C(Nc1ccc(-c2cscn2)cc1)C1CCCN(C(=O)CC2=CCCCC2)C1 (stereo not given),0.1,.,2.5&0.3
CC(C)=CC(=O)NS(=O)(=O)CC(C)C,21.6,.,-9.7
COc1ccc(-n2nnc(C(=O)OCc3cccc(F)c3)c2C)cc1Cl,11.9,-7.3,-5.4
COc1cccc(COC(CN2CCN(S(=O)(=O)c3c(C)nn(C)c3Cl)CC2)c2ccc(Cl)cc2)c1 (stereo not given),26.8,-5.8,-1.4
COc1ccc2c(c1)c(CC(=O)N1CCOCC1)c(C)n2C(=O)c1ccc(Cl)cc1,-14.4,.,-1.8
CC(=O)c1cccc(NC(=O)c2cn(C)c3c(=O)n(-c4ccc(C)cc4)c(=O)[nH]c23)c1,6.7,.,-6.4
Clc1ccc(OCCn2c(SCc3nc4ccccc4[nH]3)nc3ccccc32)cc1,-3.9,-7.3,7.4
CCc1nc(C)nc(N2CCN(C(=O)c3ccc(F)cc3)CC2)c1Cc1ccccc1F,5.8,-4.5,-4.4
N#Cc1ccccc1S(=O)(=O)N(Cc1ccc(F)cc1)C1CC1,3.6,-9.9,-3.8
COc1cc(SC#N)ccc1NC(=O)N=Cc1c(C)c(C#N)c(=O)n(CCc2ccccc2)c1O,8.2,.,-5.6
S=C(Nc1cccnc1)NC1CCCc2ccccc21 (stereo not given),-2.6,.,5.5
COc1cc(S(=O)(=O)Nc2onc(C)c2C)ccc1Br,8.2,-6.6,-12.9
# Next part.
SMILES,NPYLR7 agonist,mcGAS inh,hcGAS lum
CCn1c(CC2CCN(C(=O)c3cnccc3C)CC2)nn(C)c1=O,15.3,-8.9,0.0
OC(c1ncccn1)C1CCCC1 (stereo not given),18.8,.,-13.0
Cn1c(CN2C(=O)NC(C)(c3ccc(Cl)cc3)C2=O)cc(=O)n(C)c1=O (stereo not given),5.6,.,-1.1
CC1CCC2=C(C1)SC1NC(c3ccccc3)NC(=O)C21 (stereo not given),1.8,.,-8.2
CC(C)(C)C1CCC(OC(=O)CCC(=O)NCc2ccccc2)CC1 (stereo not given),-19.4,.,-5.2
Clc1ccc(-c2noc(CSc3nnc(NC4CC4)s3)n2)cc1,3.2,.,-5.1
O=C(Nc1n[nH]c(CSc2nc3ccccc3s2)n1)c1ccccc1,-11.8,.,-3.4
COc1ccc(NC(=O)N2CCN(c3ccc(Nc4cccnc4)nn3)CC2)cc1OC,4.3,.,-0.7
O=C(NCc1ccc(S(=O)(=O)N2CCOCC2)cc1)c1ccoc1,-0.2,.,7.7
COC(=O)C1=C(C)NC(C)=C(C(=O)OC)C1c1ccc(OC(=O)c2ccc(C(C)(C)C)cc2)cc1,-6.8,-7.2,-3.5
CC1CN(C(=O)C2CC(=O)N(C)C2c2cccnc2)CC1N(C)C (stereo not given),3.5,.,6.5
C(=N/n1c(-c2ccc3c(c2)OCCO3)csc1=NC1CC1)/c1ccccn1,1.6,.,-3.6
CN(CC(=O)N1CCOCC1)C(=O)c1ccc2c(=O)n(-c3ccccc3)c(=O)[nH]c2c1,2.5,.,-12.7
Cc1nc(CN2C(=O)NC(Cc3ccc(F)cc3)(C3CCNCC3)C2=O)co1 (stereo not given),-8.4,-11.1,-7.5
O=C(c1ccccc1Cc1ccc(Cl)cc1)N1CCC[C@H]1CO,.,-11.8,-9.9
CCOc1ccc(CC(=O)Oc2cc(C)[nH]c(=O)c2[N+](=O)[O-])cc1,-2.7,-6.6,-4.6
COc1cccc(-n2c(SCc3c(F)cccc3Cl)nc3c(c2=O)SCC3)c1,-3.0,-7.3,-7.3
CCN(CC)C(=O)Oc1ccc2c(ccn2Cc2ccc(C(F)(F)F)cc2)c1-c1cc(C)cc(C)c1,-6.5,2.7,3.6
C=CCN1C(=O)C(CC(=O)Nc2ccc(Cl)cc2)SC1=Nc1nccs1 (stereo not given),-3.6,-3.3,-0.5
O=C(NC1CC1)c1cnn(CC(F)(F)F)c1-c1ccccc1,9.5,-5.0,-6.1
C=CCNc1ccccc1C(=O)NCc1c(C)n[nH]c1C,5.2,.,-0.9
CCc1ccc(NC(=O)Nc2ccc(N3CCCC3)c(C(=O)NCc3ccccc3)c2)cc1,-3.0,-7.9,-7.2
CCn1ccc(C(=O)N=c2sc3cc(C)c(C)cc3n2CCOC)n1,0.8,.,1.1
CCNc1nc(C)c(C(=O)N2C[C@@H]3CCN(C)[C@@H]3C2)s1,.,-6.1,-6.4
COC(=O)Nc1cccc(C(=O)Nc2cc(C#N)cn2C(C)(C)C)c1,8.5,.,-7.5
# Next compounds.
SMILES,NPYLR7 agonist,mcGAS inh,hcGAS lum
O=C(NCc1ccco1)c1cc(Cl)ccc1OC1CCN(C2CCCC2)CC1,.,-10.3,-8.0
Cc1c(C(=O)N2CCCC2)sc2nc(-c3cccc([N+](=O)[O-])c3)cn12,-1.9,0.4,2.5
COc1nc(Nc2ccc(OC)c(Cl)c2)nc(OC)n1,5.8,.,-3.4
CCN(Cc1ccncc1)C(=O)c1cccc(S(=O)(=O)N2CCOCC2)c1,9.1,-11.9,-3.8
CS(=O)(=O)N1C[C@H](Oc2ccccn2)[C@@H]2C[C@H]1Cc1sc(N)nc12,0.4,0.6,5.8
O=c1[nH]c2ccnc([N+](=O)[O-])c2[nH]1,-1.9,.,-6.5
CC1=C2C(CCS2(=O)=O)CC2(C1)C(=O)OC(C)(C)OC2=O (stereo not given),1.5,.,-0.7
Cc1ccc(-n2nc(C(C)(C)C)cc2NC(=O)CN(Cc2ccco2)C(=O)c2ccccc2Cl)c(C)c1,-4.0,-5.7,-11.9
CN(C)CCN1C(=O)C(O)=C(C(=O)c2ccco2)C1c1ccco1 (stereo not given),16.2,.,-8.2
c1cc2c(cc1CN1CCN(Cc3ccc4c(c3)OCO4)CC1)OCO2,1.3,.,-12.2
COCCOc1ccc(NC(=O)N(C)C(C)C2(C)CC2)cn1 (stereo not given),134.0*,-15.4,-6.7
CSCCn1c(=NC(=O)C2=COCCO2)sc2cc(C)c(C)cc21,1.6,.,-9.7
COCCN(Cc1nc(C(=O)N2CCN(Cc3ccc4c(c3)OCO4)CC2)cs1)C(=O)Nc1ccc(OC)cc1,16.2,-5.6,-1.5
Cc1ccc(NC(=O)CSc2nnnn2C2CC2)c2cccnc12,11.8,-8.5,-4.9
CCOC(=O)CNC(=O)Cn1cnc2c(nnn2CC)c1=O,-0.4,.,-3.0
Cn1cc(C=C2SC(=NC3CCCCC3)NC2=O)cn1,5.7,.,-2.8
Cc1nc(NCCNS(=O)(=O)c2ccc3cccc4c3c2CC4)cc(-n2ccnc2C)n1,-11.8,-2.7,1.9
O=C1C2CC=C(Cl)CC2C(=O)N1CCCN1CCN(CCCN2C(=O)C3CC=C(Cl)CC3C2=O)CC1 (stereo not given),11.4,.,-5.1
Cc1ccccc1-c1noc(-c2nnn(-c3ccccc3Br)c2C)n1,2.9,-8.7,-7.1
O=C1C2C3C=CC(C4CC34)C2C(=O)N1c1ccncc1 (stereo not given),5.5,-3.2,-2.3
Cc1ccc(C2=Nc3ncnn3C(c3ccc(Cl)cc3Cl)C2)cc1 (stereo not given),-2.1,.,-5.2
Cc1c(-c2cc(C(=O)N3CCC4(CCCN(C)CC4)CC3)[nH]n2)cnn1C,2.9,.,4.6
CN(C)C(=O)CN1CCC2(CC1)Nc1ccccc1C(=O)N2C1CCCC1,-0.4,.,1.9
O=CN1CCCN(C(=O)c2ccc(-c3cc(-c4ccccc4)n[nH]3)cc2)CC1,-1.1,-5.2,-4.1
CC(C)c1nc(SCc2ccccc2F)c2c(=O)n(C)c(=O)n(C)c2n1,8.3,.,-1.9

# An excerpt of these results, bar-delimited:
Compound | NPYLR7 agonist | mcGAS inh | hcGAS lum
CC(NCc1ccc(N(C)CCO)cc1)c1ccc2c(c1)CCCC2 (stereo not given) | 0.2 | . | -4.2
O=C1CSC(c2ccc3c(c2)OCO3)N1 (stereo not given) | 3.3 | -4.4 | 4.9
O=C(CCCN1C(=O)c2ccccc2C1=O)N1CCC(=Cc2ccccc2F)CC1 | -7.0 | . | 2.3
CCOc1ccc2nc(N3CCCC(NCCCn4nnc5ccccc54)CC3)nc(C)c2c1 (stereo not given) | 23.7 | -11.5 | -9.8
Cc1cccc(-c2ncc(CNCCCC3CCOC3)cn2)c1 (stereo not given) | -4.4 | . | -3.1
c1n[nH]cc1C12CC3CC(CC(C3)C1)C2 | . | -3.1 | -9.7
CC(NC(=O)C1CCCN(C(=O)Nc2ccccc2)C1)c1nnc2ccccn12 (stereo not given) | -1.8 | . | -2.2
O=C1c2ccccc2C(=O)N1CCCCNc1ccc(F)cc1F | -14.5 | 5.6 | 9.8
O=C(c1cc2cc(Cl)ccc2oc1=O)N1CCN(c2ccccc2)CC1 | 7.4 | -6.5 | -1.8
COc1cc2c(cc1CN1CCN(c3ncccc3C)CC1)OCO2 | -7.5 | -12.2 | -5.8
Cc1ccc2[nH]c(=O)c(CN(Cc3c(C)nn(C)c3C)C3CC3)cc2c1 | 1.3 | . | -8.3
COc1c(C)cnc2c1c(=O)n(CC(=O)N1CCOCC1)c(=O)n2C | 1.3 | -8.5 | -6.9
COc1ccc(-c2noc(CSc3nc4ccccc4o3)n2)cc1OC | 0.4 | . | -4.1
O=C(Nc1ccc(-c2cscn2)cc1)C1CCCN(C(=O)CC2=CCCCC2)C1 (stereo not given) | 0.1 | . | 2.5&0.3

# (next part)
SMILES,NPYLR7 agonist,mcGAS inh,hcGAS lum
COc1ccccc1C(=O)N1CCN(C(C(=O)NCc2ccc3c(c2)OCO3)C2CCCC2)CC1 (stereo not given),5.3,-3.8,-3.9
CCCc1nc(N2CCN(C(=O)c3cccs3)CC2)c2cnn(-c3ccccc3)c2n1,.,-8.5,-9.9
NC(=O)CN(Cc1ccc(Br)cc1)C(=O)c1cc2c(s1)CCC2,10.5,-13.0,-6.1
COc1cc(CN2CCn3nc(C(=O)N4CCc5ccccc5C4)cc3C2=O)cc(OC)c1,-2.4,2.2,7.4
COc1ccccc1C1CN(CC2CC2)CC1CN(Cc1ccccc1)C(C)=O (stereo not given),.,0.9,0.2
COC(=O)c1ccc(CSc2nnc(-c3ccccc3Cl)n2-c2ccccc2C)o1,-1.0,-8.6,-5.2
Fc1ccc(NC(=S)NCCN2CCOCC2)c(F)c1F,2.1,.,-4.0
CCn1c(C2CCN(Cc3coc4ccc(C)cc4c3=O)CC2)nn(C)c1=O,5.5,-18.3,-5.7
COc1ccc2[nH]c(CNC(=O)c3cc(C)[nH]n3)cc2c1,-4.5,.,-4.9
Cc1ccc(OCC(=O)Nc2nccs2)c(C)c1,3.1,.,-14.9
CCN1CCN(c2cc(C(F)(F)F)nc(SCc3ccc(C(=O)NCc4ccc5c(c4)OCO5)cc3)n2)CC1,6.8,-3.7,-4.3
CCNC(=O)N1CCSC12C(=O)N(Cc1cccc(C#N)c1)c1ccc(C)cc12 (stereo not given),2.9,-3.8,-1.0
Cc1nc(C(F)(F)F)ccc1C(=O)N1CCN(c2nc3nccc(-c4ccc5c(c4)OCO5)n3n2)CC1,17.3,-4.5,-1.3
CNc1nc2cnc(-c3ccsc3)cc2n1Cc1ccccc1,12.2,-8.8,-3.7
Cc1cc(C)c[n+](C2=C(c3c(C(C)C)[nH]n(-c4ccccc4)c3=O)C(=O)N(CC(C)C)C2=O)c1,5.6,-9.1,-8.8
CCOc1ccccc1CNC(=O)c1ccc(-c2cc(-c3cccc4ccccc34)[nH]n2)cc1,-3.6,-8.2,-8.8
COc1ccc(C2=NN(C(=O)CN(C)C3CCCCC3)C(c3ccc(Cl)cc3)C2)cc1 (stereo not given),8.4,-2.6,-6.4
Cc1nnc(NC(=O)c2ccc3c(c2)OCCO3)s1,5.5,7.3,-4.1
Cc1cc(C)c2c(=O)[nH]c(SCCOc3ccccc3F)nc2n1,7.8,.,-8.7
CCOC(=O)c1cnc2cc(C(F)(F)F)ccc2c1N1CCC(C(=O)OC)CC1,-3.8,-5.7,-1.3
O=C(NCCc1cccnc1)C1CC=CCC1C(=O)N1CCc2ccccc2C1 (stereo not given),-7.8,-4.7,-7.5
CC(C)NC(=O)N(Cc1cccc(C(F)(F)F)c1)CC1CC(c2ccc3c(c2)OCO3)=NO1 (stereo not given),17.7,-10.5,-8.1
O=S(=O)(NC1(c2ccc3c(c2)OCCO3)CCCC1)c1c(F)cccc1F,10.7,.,-4.7
CC(C)CN(Cc1cc(NC(=O)C2CCCC2)ccc1N(C)C)C(=O)Cc1cccs1,-7.3,-10.7,-5.8
CCC(C)(C)NC(=O)c1cccnc1Nc1cccc(Cl)c1,-4.9,-4.6,-3.9
